High-throughput results as filed in PubChem BioAssay.
SW480 rerep – inducers of DNA re-replication in SW480 colon cancer cells; SW480 DNA re-replication, Hoechst DNA content imaging, 48 h; hit rate 1.8% among 340,000; Potency, µM (highest dose often 46.1 µM), for inactives: top-dose re-replication activation, hits mostly activators; note: potency is the fitted concentration of half-maximal effect; % of control where 0% means no effect; nearly all actives have a fitted effect of over 55% in size
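Compounds, transferred as 23 nL by pin tool, were incubated with cells for 48 hr; DNA content per nucleus was then quantified by Hoechst staining and fluorescence plate imaging.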
MCF10A rerep – induces DNA re-replication in MCF 10a normal breast cells. AID 624296. Potency, µM (titrated, usually from 46.1 µM), for inactives: at the highest dose activity, positive = re-replication, usual class: activators. MCF 10A DNA re-replication, Hoechst nuclear intensity, 48 h. hit rate 2.9% among 350,000; note: potency is the fitted concentration of half-maximal effect; % of control where 0% means no effect; nearly all actives have a fitted effect of over 50% in size
HT1080NT lethal – kills 2HG-producing HT-1080-NT fibrosarcoma cells; HT-1080-NT fibrosarcoma viability, CellTiter-Glo ATP luminescence, 48 h; Potency, µM (doses to about 46.1 µM), for inactives: at the top dose activity, negative = less viability, hits mostly cytotoxic; hit rate 1.6% among 360,000; AID 686970;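 note: NT is the 2HG producing partner of a matched IDH1 knockdown line; potency is the fitted concentration of half-maximal effect; 0% = DMSO-treated cells and -100% = media-only wells without cells; nearly all actives have a fitted effect of over 55% in size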
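Toxicity toward the 2HG-producing NT line was scored as %Activity, normalised to DMSO and no-cell wells, from CellTiter-Glo luminescence after 48 hours' treatment.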
ATXN2 expr inh – reduces ATXN2 reporter expression in HEK-293 cells; HEK-293 ATXN2-luciferase reporter, luminescence, 24 h; Potency, µM (highest dose often 57 µM), for inactives: at the top dose activity change, negative = inhibition, usual class: inhibitors; hit rate 0.72% among 360,000; note: potency is the fitted concentration of half-maximal effect; % is set by controls: 0 for no effect and ±100 for the full control effect; nearly all actives have a fitted effect of over 55% in size
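ATXN2-luciferase reporter cells (luciferase flanked by upstream and downstream ATXN2 gene portions) were treated 24 h at 37 °C with compounds at up to 57 uM. SteadyGlo luminescence gave expression; GF-AFC fluorescence gave viability.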
IL1B secr inh – blocks inflammasome-driven IL-1 beta release; hit rate 4.7% among 360,000; AID 743279; activity change, % at 57.5 µM; THP-1 LPS/ATP IL-1B secretion, AlphaLISA, 16 h; hits give low values; in the data active = activity change below about -50%; inconclusive = mostly about -30% to -49%; note: % is set by controls: 0 for no effect and ±100 for the full control effect
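THP-1 cells pretreated 1 hr with compounds (up to 57.5 uM final), then stimulated with LPS (250 ng/mL final) plus ATP (1.25 mM final); secreted IL-1B measured by AlphaLISA after 16 hr, decreased signal indicating inhibition.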
HT1080 IDH1KD tx – toxicity to HT-1080 IDH1 knockdown cells (counter line); HT-1080 IDH1 knockdown viability, ATP luminescence, 48 h; Potency, µM (top dose mostly 46.1 µM), for inactives: top-dose activity, negative = toxicity, hits mostly cytotoxic; hit rate 2% among 360,000;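 note: potency is the fitted concentration of half-maximal effect; 0% = DMSO wells and -100% = cell-free medium wells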
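Cytotoxicity counter-line: IDH1KD HT-1080, 48 h, CellTiter-Glo. Curves classed by r2, magnitude and activity.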
KB-3-1 cytotox – KB-3-1 parental cell cytotoxicity; KB-3-1 viability, CellTiter-Glo ATP luminescence, 72 h; Potency, µM (series often up to 46.1 µM), for the others: at the top dose activity change, negative = cytotoxic, hits mostly cytotoxic; hit rate 1.4% among 400,000; note: potency is the fitted concentration of half-maximal effect; % is set by controls: 0 for no effect and ±100 for the full control effect; nearly all actives have a fitted effect of over 60% in size
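72 h, 37 °C compound treatment of KB-3-1 parental cells; CellTiter-Glo added, 10 min, luminescence read. Data corrected against DMSO-only plates and normalized before curve fitting.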
ATXN viability – reduces viability in counter-screen for ATXN expression inhibitors. AID 651635. Potency, µM (titrated, usually from 56.7 µM), actives largely listed as cytotoxic. S2 cells (HEK-293 line with an ATXN2-luciferase reporter) viability, CellTiter-Fluor protease fluorescence, 24 h. hit rate 0.49% among 400,000; note: potency is the fitted concentration of half-maximal effect; nearly all actives have a fitted effect of over 40% in size
KB-V1 MDR tox – kills drug-selected multidrug resistant KB-V1 cells. KB-V1 MDR cells viability, CellTiter-Glo, 72 h. Potency, µM (titrated, usually from 46.1 µM), inactives show at the highest dose activity change, negative = cytotoxicity, actives largely listed as cytotoxic. hit rate 3.4% among 400,000. AID 1347076; note: potency is the fitted concentration of half-maximal effect; % is set by controls: 0 for no effect and ±100 for the full control effect; nearly all actives have a fitted effect of over 60% in size
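Potencies derive from concentration-effect curves fitted to normalized luminescence (CellTiter-Glo) of KB-V1 cells treated for 72 h at 37 degrees C in phenol-red-free DMEM containing 10% FBS.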
Starred values were filed as active, the others as inactive; i = inactive; ? = inconclusive; nt = not tested or not shown; [ ] = dose if it differs, or a comment. Unless noted, calls come from the whole dose curve; as a rule, active = well fitted curve in the direction sought with a large enough effect; inconclusive = small, poorly fitted or top-dose-only effect, or another doubt; inactive = no such curve, though single readings can be large; an effect the other way counts as inactive or inconclusive. An unsorted share of the library; about 11% have a hit in one of these screens.

SMILES	SW480 rerep	MCF10A rerep	HT1080NT lethal	ATXN2 expr inh	IL1B secr inh	HT1080 IDH1KD tx	KB-3-1 cytotox	ATXN viability	KB-V1 MDR tox
CCN(CC)c1nc2n(c(=S)n1)CCS2	-1%	5%	5%	2%	-11	21%	-3%	i	-8%
CCC(NC(=O)NC1CCCCC1)c1ccccc1 (stereo unspecified)	-15%	-4%	8%	-9%	-4	0%	11%	i	-11%
Cc1cccc(-n2ccnc2SCC(=O)Nc2ccccc2C(F)(F)F)c1	nt	nt	nt	-11%	nt	nt	0%	i	?
CC(C)Cc1nnc(NC(=O)C2CCN(C(=O)c3ccc(Cl)cc3)CC2)s1	2%	1%	-2%	-7%	-8	-3%	-23%	i	?
CS(=O)(=O)Nc1ccc(-c2ccc(/C=C3\SC(N)=NC3=O)o2)cc1	14%	23µM*	12%	-7%	23	-2%	-6%	i	1%
Cc1ccsc1CN(C)Cc1nc(C2CC2)no1	0%	2%	1%	14%	19	-12%	2%	i	0%
CC12CCC(C(=O)NCc3ccccc3Cl)(CC1=O)C2(C)C (stereo unspecified)	10%	-16%	6%	-10%[11.3 µM]	16	13%	9%	i	-29%
C[C@H](NC(=O)c1ccc(Cl)cc1)C(=O)NNC(=O)c1cccs1	-6%	0%	8%	7%	2	5%	12%	?	-17%
Cc1cccc(S(=O)(=O)N(C)C[C@@H]2OCc3cnnn3CCCC(=O)N([C@H](C)CO)C[C@@H]2C)c1	nt	nt	-1%	5%	-1	2%	-11%	i	2%
Cc1ccc(/C=N/NC(=O)CC2N=C(Cc3ccccc3)NNC2=O)cc1 (stereo unspecified)	-6%	-5%	5%	7%	-4	1%	19%	i	-14%
Cc1cc(C)n(-c2ncnc3sc4c(c23)CCCC4)n1	0%	-7%	?	6%	6	-1%	-1%	i	-2%
Cc1ccc(S(=O)(=O)Nc2n[nH]nc2C(=O)NC2CCCCC2)cc1	-60%[inhibitor]	-2%	7%	23%	1	5%	17%	i	17%
CCc1nnc(NC(=O)c2ccc(NC(=O)C(C)C)cc2)s1	-15%	19%	6%	-6%	?	0%	11%	i	-1%
O=C(NCC(=O)N1CCC(Cc2ccccc2)CC1)c1ccc(Cl)cc1	-4%	15%	-3%	5%	-52*	0%	nt	i	nt
Fc1ccc(NC(=S)NCc2ccccc2)cc1	15%	14%	-2%	-4%	-17	-5%	9%	i	2%
O=C(CN1C(=O)NC2(CCCCCC2)C1=O)NCc1ccccc1Cl	-8%	12%	3%[9.24 µM]	7%	-4	5%	-26%	i	-27%
COc1ccc(-c2nnc(SCC(=O)OC3CCCCC3)o2)cc1OC	-6%	1%	2%	1%	13	-1%	-3%	i	25%
CS(=O)(=O)NNC(=O)Cn1nnc(-c2cc(C(F)(F)F)cc(C(F)(F)F)c2)n1	-3%	-1%	-12%	-14%	13	-1%	7%	i	?
COc1cccc(-c2cc(C(F)(F)F)n3ncc(C(=O)NCC4CCCO4)c3n2)c1 (stereo unspecified)	-7%	?	?	?	19	?	-1%	i	?
Cc1ccc(Cl)cc1N1CCN(C(=O)CCS(=O)(=O)c2ccc3c(c2)NC(=O)CO3)CC1	-29%	?	-22%	?	-53*	-11%	?	i	-8%
COC(=O)Cc1ccc(OC2(C)CCN(Cc3ccc4c(c3)OCCO4)C2)cc1 (stereo unspecified)	nt	nt	-12%	-3%	12	0%	0%	i	1%
CC(=O)N1CCc2cc(S(=O)(=O)NCCC(=O)Nc3cc(C)cc(C)c3)ccc21	-1%	0%	10%	5%	0	8%	15%	i	21%
NC(=O)c1c(NC(=O)c2ccccc2C(=O)O)sc2c1CCCC2	-9%	-3%	14%	-11%	3	2%	-2%	i	0%
COc1cc(C2Nc3ccccc3C(=O)N2NS(C)(=O)=O)c([N+](=O)[O-])cc1OC (stereo unspecified)	-6%	0%	12%	2%	19	25%	1%	i	24%
CC1(C(=O)Nc2ccc(F)cc2F)CCN1C(=O)Cc1ccc(Cl)cc1Cl (stereo unspecified)	nt	nt	-19%	-19%	-2	-17%	-12%	i	-29%
O=C(CCCN1C(=O)c2cccnc2C1=O)Nc1ccccc1F	-11%	-3%	27%	-13%	-3	22%	14%	nt	-5%
Cn1c(Cn2c(=O)sc3ccccc32)nnc1SCC(=O)N1CCCC1	-1%	1%	1%	1%	9	-8%	1%	i	-1%
Cc1cc(NC(=O)CCC(=O)N(c2ccccc2)C(C)C(=O)NC2CCCC2)no1 (stereo unspecified)	1%	2%	4%	-9%	34	4%	11%	i	-21%
O=C(CN1C(=O)S/C(=C/c2cccs2)C1=O)N1CCCC1	0%	?	0%	32%	0	7%	nt	i	nt
C/C(=N/Nc1nc(C)cc(-c2ccccc2)n1)c1ccco1	12%	0%	-6%	15%	-11	?	-14%	i	16µM*
COc1ccc(CC(N)c2csc(NC(=O)c3cc(C(C)(C)C)oc3C)n2)cc1 (stereo unspecified)	nt	nt	21µM*	?	-57*	21µM*	?	28µM*	0%
Cc1ccc(C(=O)CC(=O)c2ccc(C(C)(C)C)cc2)cc1	4%	9%	-7%	10%	10	-11%	-25%	i	-16%
COc1cc(-c2cc(=O)c3c(O)c(OC)c(OC)cc3o2)cc(OC)c1O	8%	-2%	?	-2%	-19	?	-24%	?	0%
Cc1cc(=O)c(C(=O)Nc2ccc(N3CCOCC3)cc2N2CCOCC2)nn1-c1ccccc1Cl	25%	-4%	-5%	-5%	-1	-27%	-16%	i	-10%
CC(C)CN(C(=O)COC(=O)COc1ccc2ccccc2c1)c1c(N)n(Cc2ccccc2)c(=O)[nH]c1=O	8%	?	12%	-13%	-17	22%	0%	i	5%
COc1ccc(CNCc2ccc3c(c2)n(C)c(=O)n3C)cc1	nt	nt	nt	-8%	nt	nt	-7%	i	1%
O=C(NCc1ccccc1CN1CCCC1)C1CCN(C(=O)c2ccc(F)cc2)CC1	-7%	-3%	1%	nt	-23	-1%	-6%	i	19%
CCOc1ccc(-c2nn(-c3ccccc3)cc2C2NC(=O)NC(C)=C2C(=O)OC(C)C)cc1C (stereo unspecified)	nt	nt	nt	-36%	nt	nt	25%	i	-18%
O=C(CCN1C(=O)/C(=C/c2cccs2)SC1=S)Nc1ccccc1O	5%	?	-7%	-33%	0	-10%	5%	?	?
Nc1ccc(Cl)cc1C(=O)c1ccc[nH]1	nt	nt	-1%	nt	-16	-12%	-12%	i	26%
COC(=O)c1ccc(CC(=O)c2c(C)cc(O)cc2O)o1	-1%	-1%	-3%	44%[activator]	-15	-1%	-2%	i	14%
Cc1sc2nc(SCC(=O)Nc3cccc(S(N)(=O)=O)c3)[nH]c(=O)c2c1C	6%	1%	-5%	-2%	22	-9%	?	?	0%
NS(=O)(=O)c1ccc(CCNC(=O)CNC(=O)c2ccc(F)cc2)cc1	17%	?	-14%	7%	5	4%	-4%	i	19%
CCOc1ccc(NC(=O)c2sc3nc4c(cc3c2N)CN(Cc2ccccc2)CC4)cc1	nt	nt	nt	-1%	nt	nt	-2%	i	5%

Structural class: those above containing fluorine
SMILES	SW480 rerep	MCF10A rerep	HT1080NT lethal	ATXN2 expr inh	IL1B secr inh	HT1080 IDH1KD tx	KB-3-1 cytotox	ATXN viability	KB-V1 MDR tox
Cc1cccc(-n2ccnc2SCC(=O)Nc2ccccc2C(F)(F)F)c1	nt	nt	nt	-11%	nt	nt	0%	i	?
Fc1ccc(NC(=S)NCc2ccccc2)cc1	15%	14%	-2%	-4%	-17	-5%	9%	i	2%
CS(=O)(=O)NNC(=O)Cn1nnc(-c2cc(C(F)(F)F)cc(C(F)(F)F)c2)n1	-3%	-1%	-12%	-14%	13	-1%	7%	i	?
COc1cccc(-c2cc(C(F)(F)F)n3ncc(C(=O)NCC4CCCO4)c3n2)c1 (stereo unspecified)	-7%	?	?	?	19	?	-1%	i	?
CC1(C(=O)Nc2ccc(F)cc2F)CCN1C(=O)Cc1ccc(Cl)cc1Cl (stereo unspecified)	nt	nt	-19%	-19%	-2	-17%	-12%	i	-29%
O=C(CCCN1C(=O)c2cccnc2C1=O)Nc1ccccc1F	-11%	-3%	27%	-13%	-3	22%	14%	nt	-5%
O=C(NCc1ccccc1CN1CCCC1)C1CCN(C(=O)c2ccc(F)cc2)CC1	-7%	-3%	1%	nt	-23	-1%	-6%	i	19%
NS(=O)(=O)c1ccc(CCNC(=O)CNC(=O)c2ccc(F)cc2)cc1	17%	?	-14%	7%	5	4%	-4%	i	19%
